USP1-UAF1 inh = Inhibitors of USP1/UAF1: Primary Screen | Ubiquitin carboxyl-terminal hydrolase 1 (Homo sapiens), O94782 | recombinant USP1/UAF1, Ub-Rhodamine cleavage fluorescence | Potency, µM (titrated, usually from 57.1 µM), for the others: at the highest dose activity change, negative = inhibition, actives largely listed as inhibitors | 390,000 tested, 0.23% active; also: potency is read from the fitted curve at half-maximal effect; % is scaled to controls: 0 for no effect and ±100 for the full control effect; nearly all actives have a fitted effect of over 60% in size; inactives centre near -12
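1 nM enzyme complex + cpd, 15 min RT; start with Ub-Rho 150nM final; kinetic fluorescence ex 480/em 540, 6 reads q60 s. Buffer 50mM HEPES pH 7.8, 0.5mM EDTA, 0.1 mg/ml BSA, 1mM TCEP, 0.01% Tween-20.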
mIDH1 inhibitor = qHTS for Inhibitors of mutant isocitrate dehydrogenase 1 (IDH1): qHTS | AID 602179, 2012 | 390,000 tested, 0.093% active | Potency, µM (highest dose often 76.6 µM), without a hit: at the highest dose activity change, negative = inhibition, hits mostly inhibitors | IDH1-R132H enzyme, NADPH consumption, diaphorase/resazurin fluorescence | Isocitrate dehydrogenase [NADP] cytoplasmic (Homo sapiens), O75874; also: potency is read from the fitted curve at half-maximal effect; % is scaled to controls: 0 for no effect and ±100 for the full control effect; nearly all actives have a fitted effect of over 65% in size
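IDH1-R132H (0.5 ug/mL dispensed) in pH 7.5 Tris buffer was preincubated 30 min with compound, then given a substrate mix of 0.016 mM NADPH and 2 mM alpha-KG for 80 min at room temperature; remaining NADPH was read by diaphorase/resazurin fluorescence.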
rTrxR1 inhibitor = qHTS Assay for Inhibitors of Mammalian Selenoprotein Thioredoxin Reductase 1 (TrxR1): qHTS | 390,000 tested, 1% active | Potency, µM (titrated, usually from 114 µM), for inactives: at the highest dose activity change, negative = inhibition, usual class: inhibitors | recombinant rTrxR1, NADPH fluorescence consumption, selenite substrate | AID 588453, 2011 | Thioredoxin reductase 1, cytoplasmic (Rattus norvegicus), O89049; also: potency is read from the fitted curve at half-maximal effect; % is scaled to controls: 0 for no effect and ±100 for the full control effect; nearly all actives have a fitted effect of over 65% in size
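Rat TrxR1 (90 nM in the dispensed reagent) was pre-reduced with 400 uM NADPH for 5 min at room temperature, then incubated with compound for 15 min. After 400 uM selenite was added, NADPH fluorescence (Ex 340/Em 450 nm) was followed for 8 min.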
TrxR1 substrate = qHTS Assay for Substrates of Mammalian Selenoprotein Thioredoxin Reductase 1 (TrxR1): qHTS. Thioredoxin reductase 1, cytoplasmic (Rattus norvegicus), O89049. purified TrxR1 substrate turnover, NADPH consumption readout. 390,000 tested, 0.01% active. Potency, µM (titrated, usually from 114 µM), inactives show at the highest dose activity change, negative = substrate turnover; also: potency is read from the fitted curve at half-maximal effect; % is scaled to controls: 0 for no effect and ±100 for the full control effect; nearly all actives have a fitted effect of over 50% in size
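Rat TrxR1, dispensed at 90 nM, was prereduced with 400 uM NADPH (final) for 5 min at ~22 deg C, then incubated with compound 15 min before 400 uM selenite. A first-read NADPH fluorescence drop versus no-compound background flagged substrates.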
GLS inhibitor = qHTS for Inhibitors of Glutaminase (GLS). Glutaminase kidney isoform, mitochondrial (Homo sapiens), O94925. GLS enzymatic activity, qHTS titration. Potency, µM (highest dose often 45.5 µM), for inactives: at the top dose activity change, negative = inhibition, usual class: inhibitors. 410,000 tested, 0.21% active; also: potency is read from the fitted curve at half-maximal effect; % is scaled to controls: 0 for no effect and ±100 for the full control effect
Target sequence (O94925 whole entry, looked up, canonical isoform): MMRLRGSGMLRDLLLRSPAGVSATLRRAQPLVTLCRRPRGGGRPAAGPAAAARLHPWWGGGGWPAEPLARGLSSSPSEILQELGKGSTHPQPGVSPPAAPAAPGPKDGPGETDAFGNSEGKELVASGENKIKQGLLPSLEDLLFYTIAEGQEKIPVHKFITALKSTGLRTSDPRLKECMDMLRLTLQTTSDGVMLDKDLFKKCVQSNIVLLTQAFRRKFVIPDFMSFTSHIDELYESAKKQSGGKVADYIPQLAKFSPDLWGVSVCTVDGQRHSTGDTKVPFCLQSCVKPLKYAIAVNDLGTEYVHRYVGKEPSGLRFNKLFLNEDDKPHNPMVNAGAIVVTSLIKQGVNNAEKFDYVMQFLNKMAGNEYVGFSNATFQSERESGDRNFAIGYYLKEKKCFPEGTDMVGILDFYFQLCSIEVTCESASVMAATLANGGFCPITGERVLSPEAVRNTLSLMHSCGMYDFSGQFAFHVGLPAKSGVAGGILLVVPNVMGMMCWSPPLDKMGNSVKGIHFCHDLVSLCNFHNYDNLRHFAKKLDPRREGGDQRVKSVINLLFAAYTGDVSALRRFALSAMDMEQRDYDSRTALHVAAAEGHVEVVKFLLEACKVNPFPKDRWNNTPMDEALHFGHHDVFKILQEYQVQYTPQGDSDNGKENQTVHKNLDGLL
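Human kidney-isoform GLS in 45 mM KH2PO4 pH 8.2, 0.02% Tween-20, with compound, started with 1mM L-Glutamine (added stock). Glutamate oxidase/HRP/Amplex red coupled fluorescence read at start and after 30 min at RT.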
HP1b binding inh = HTS for Inhibitors of HP1-beta Chromodomain Interactions with Methylated Histone Tails | Chromobox protein homolog 1 (Homo sapiens), P83916 | 390,000 tested, 0.56% active | Potency, µM (highest dose often 114 µM), inactives show at the top dose activity change, negative = inhibition, actives largely listed as inhibitors | AlphaScreen HP1-beta / biotin-H3K9me3 peptide binding; also: potency is read from the fitted curve at half-maximal effect; nearly all actives have a fitted effect of over 70% in size; inactives centre near 23
Target sequence (P83916 whole entry, looked up): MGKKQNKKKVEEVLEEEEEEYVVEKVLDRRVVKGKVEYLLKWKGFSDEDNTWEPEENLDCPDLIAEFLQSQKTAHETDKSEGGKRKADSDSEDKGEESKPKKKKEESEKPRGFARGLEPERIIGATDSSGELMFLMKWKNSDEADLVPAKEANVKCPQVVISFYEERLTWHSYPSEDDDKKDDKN
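HP1-beta protein (50 nM final) preincubated 30 min at room temperature with biotinylated H3(1-18)K9me3 peptide (50 nM) in PBS pH 7.4, 0.01% Tween-20, then compound added for 30 min. AlphaScreen streptavidin donor/nickel chelate acceptor beads (10 ug/mL final), 30 min dark, luminescence read.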
Pin1 inhibitor = qHTS Assay to Find Inhibitors of Pin1; 390,000 tested, 0.009% active; Pin1 FP peptide displacement, HiFluor488, 10 min; Peptidyl-prolyl cis-trans isomerase NIMA-interacting 1 (Homo sapiens), Q13526; Potency, µM (titrated, usually from 115 µM), without a hit: at the top dose activity, negative = inhibition, usual class: inhibitors; active = well fitted inhibition curve with a large enough effect in the polarisation, with a control signal flat, not every such curve was filed as active; inconclusive = small, poorly fitted or top-dose-only effect, or effect the other way, or a change in a side signal; inactive = no such curve, though single readings can be large or run the other way; the % refers to the polarisation; also: potency is read from the fitted curve at half-maximal effect; % is scaled to controls: 0 for no effect and ±100 for the full control effect
Target sequence (Q13526 whole entry, looked up): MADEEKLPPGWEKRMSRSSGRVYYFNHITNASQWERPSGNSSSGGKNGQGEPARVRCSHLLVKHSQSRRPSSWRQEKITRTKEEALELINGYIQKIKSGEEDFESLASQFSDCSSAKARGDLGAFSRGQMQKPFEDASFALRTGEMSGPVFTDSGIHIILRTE
Tb PGK inh = qHTS Assay to Find Inhibitors of Phosphoglycerate Kinase. PGK/GAPDH coupled, Kinase-Glo luminescence, 60 min. Phosphoglycerate kinase, glycosomal (Trypanosoma brucei brucei), P07378. Potency, µM (highest dose often 57.5 µM), inactives show at the highest dose activity change, negative = inhibition, most hits filed as inhibitors. 380,000 tested, 0.043% active. AID 602233, 2012; also: potency is read from the fitted curve at half-maximal effect; % is scaled to controls: 0 for no effect and ±100 for the full control effect; nearly all actives have a fitted effect of over 60% in size
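Luminescent ATP detection (Kinase-Glo Plus) follows a 60-minute room-temperature incubation, with wells lacking PGK as controls. Buffer: 100 mM TEA (pH 7.6), 5 mM MgCl2, 0.01% Tween-20. Coupling enzyme GAPDH (100 nM final) supplies unstable 1,3-BPG in-well.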
PI4K2A block = qHTS for small molecular inhibitors of PI4K2A. Phosphatidylinositol 4-kinase type 2-alpha (Homo sapiens), Q9BTU6. purified PI4K2A, ADP-Glo luminescence, 1 h; hits give low values. activity change, negative = inhibition, % at 76.9 µM. 420,000 tested, 0.13% active; in the data active = activity change below about -50%; inconclusive = mostly about -30% to -49%;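 also: -100% = wells without enzyme as full effect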
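ADP-Glo luminescence measured ADP generated by PI4K2A enzyme (4 ug/mL before mixing) with 1.2 mM PI substrate (pre-mix) and 300 microM ATP (pre-mix). Tris pH7.5 buffer with MgCl2, Triton X-100; 1 h reaction at ambient temperature.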
The depositor's hits bear a star; i = inactive; ? = inconclusive; . = no result given; & = joins results of further samples; [ ] = remark or other dose. Unless noted, calls follow the shape of the dose curve; as a rule, active = well fitted curve in the direction sought with a large enough effect; inconclusive = small, poorly fitted or top-dose-only effect, or another doubt; inactive = no such curve, though single readings can be large; an effect the other way counts as inactive or inconclusive. These rows are one share of the data; rates above refer to the full screens.

canonical_smiles	USP1-UAF1 inh	mIDH1 inhibitor	rTrxR1 inhibitor	TrxR1 substrate	GLS inhibitor	HP1b binding inh	Pin1 inhibitor	Tb PGK inh	PI4K2A block
O=C(/C=C/c1cccs1)c1ccc(NC(=O)c2ccccc2F)cc1	-12%	4%	-13%	-11%	-1%	27%	8%	2%	4
O=C(CNS(=O)(=O)c1ccccc1)N1CCc2ccccc2C1	-6%	-5%	-4%[57.1 µM]	4%	-10%	-2%	2%	4%	-1
O=C1NC2(CCCCCC2)C(=O)N1Cc1ccc([N+](=O)[O-])cc1	-15%	-7%	3%	-2%	3%	-4%	-1%	-3%	9
CCC(C)n1c(SCC(=O)NC(=O)c2cccn2C)nc2ccccc2c1=O (stereo unspecified)	-3%	3%	21%[57.1 µM]	-5%[57.1 µM]	1%	-1%	22%	-3%	3
O=C(NC1CC1)c1ccc(NS(=O)(=O)c2ccccc2)cc1	-18%	9%	12%	-2%	-12%	36%	-4%	i	4
CCc1cc(-c2nc(N)ncc2-c2csc(C)n2)c(O)cc1OC	-24%	8%	15%	-2%	1%	12%	-2%	.	-8
COc1ccc(-c2nc(-c3ccc(O)cc3O)cs2)cc1OC	-17%	?	26%[57.1 µM]	3%	?	-24%	3%	11%	2
CN(N=Cc1cccc2cccnc12)c1ccc([N+](=O)[O-])cc1[N+](=O)[O-]	-17%	3%	-20%	-15%	1%	?	?	2%	-6
Cn1ncc(C(=O)Nc2ccc(OC(F)(F)F)cc2)c1-n1cccc1	-12%	6%	6%[57.1 µM]	-9%[57.1 µM]	-1%	38%	-7%	i	-1
COC(=O)C1=CN(c2ccc(F)cc2)C=C(C(=O)OC)C1c1cccc([N+](=O)[O-])c1	-34%	8%	2%	-8%	-7%	?	4%	7%	0
CNc1ccc(Br)cc(C(=O)/C=C/c2cc(OC)ccc2OC)c1=O	?	9%	35µM*	6%	-2%	-30%	?	-7%	-13
CN(Cc1ccccc1)C(=O)COC(=O)c1ccc(-n2cnnn2)cc1	-13%	-1%	13%	2%	1%	11%	-2%	-2%	4
O=C(CSc1ccccc1F)NC(=O)NCc1ccco1	-5%	8%	28%	11%	18%	11%	-5%	-3%	-17
Cc1cc(Nc2c(C)n(C)n(-c3ccccc3)c2=O)n2c(nc3ccccc32)c1C#N	-21%	6%	35µM*	5%	37%[activator]	37%	-4%	-8%	-4
Cc1ccc(S(=O)(=O)N2CCCC(C(=O)NCCc3ccc(Cl)cc3)C2)cc1 (stereo unspecified)	?	-1%	.	.	2%	.	.	-2%	4
COc1ccc(CNC(=O)COC(=O)c2cc(-c3cccs3)nc3ccccc23)cc1OC	-18%	2%	-5%[57.1 µM]	14%[57.1 µM]	-25%	29%	10%	-12%	0
CCn1c(CNC(=O)Cc2ccc(OC)cc2)n[nH]c1=S	-15%	0%	-12%	4%	1%	48%[activator]	1%	-4%	1
CC(C)CC(c1nnnn1C(C)C)N1CCN(C(=O)c2ccco2)CC1 (stereo unspecified)	-15%	4%	5%[57.1 µM]	4%[57.1 µM]	0%	11%	-5%	i	-7
O=C(OCc1ccc(Cl)c(Cl)c1)c1cnccn1	-17%	6%	1%	-1%	2%	62%[activator]	1%	i	2
S=C(NCCc1cnc[nH]1)NC1CCCC1	-7%	3%	25%	4%	-7%	56%[activator]	2%	0%	-1
COc1ccc(-c2nc(SCc3cc(=O)c4cc(C)ccc4[nH]3)n[nH]2)cc1	-17%	.	-5%[57.1 µM]	-8%[57.1 µM]	-2%	16%[57 µM]	2%	.	-4
CCN1CCN(C(=O)Cn2nc(-c3ccc(Cl)cc3)ccc2=O)CC1	-12%	11%	3%	-1%	-4%	7%	-2%	-8%	-5
Cc1ccccc1NC(=O)C1CCCN(c2nnc(N3CCCC3=O)s2)C1 (stereo unspecified)	-17%	20%	3%[57.1 µM]	5%[57.1 µM]	-5%	49%[activator]	0%	-1%	1
CCCCn1c(N)c(N(CC)C(=O)C2CCC2)c(=O)[nH]c1=O	-6%	0%	30%	0%	-1%	25%	-9%	-12%	-4
NC(=O)C1(NC(=O)[C@@H]2CC3(CC(c4cccc(NC(=O)[C@@H]5CCC(=O)N5)c4)=NO3)CN2C(=O)c2cnccn2)CC1 (stereo partly specified)	-9%	-4%	-8%	1%	9%	20%	-1%	i	-2
CC1CCCC(C)N1C(=O)CSc1nnc(CSc2ncccn2)n1C (stereo unspecified)	-5%	6%	10%	2%	-2%	33%	2%	-7%	11
O=C(c1ccc(F)cc1)N1CCN2C(=O)c3ccccc3C12c1ccc(Cl)cc1 (stereo unspecified)	-6%	2%	13%	-6%	3%	17%	-2%	0%	1
CC1=C(C(N)=O)C(c2cccs2)n2nc(-c3cccc(C)c3)nc2N1 (stereo unspecified)	-5%	5%	-3%[57.1 µM]	6%[57.1 µM]	6%	43%[activator]	3%	6%	-6
COc1cc(Cl)c(S(=O)(=O)NCCCn2ccnc2)cc1Cl	7%	-8%	-3%	-5%	5%	19%	1%	-2%	33
COc1ccc(OC)c(NS(=O)(=O)c2ccc(-n3cccn3)cc2)c1	-30%&-6%	-3%&3%	?	?	21%&24%	46%[activator]	-2%	-9%&-9%	1&-5

Taken from the listing (2 entries):
canonical_smiles	USP1-UAF1 inh	mIDH1 inhibitor	rTrxR1 inhibitor	TrxR1 substrate	GLS inhibitor	HP1b binding inh	Pin1 inhibitor	Tb PGK inh	PI4K2A block
COc1ccc(-c2nc(SCc3cc(=O)c4cc(C)ccc4[nH]3)n[nH]2)cc1	-17%	.	-5%[57.1 µM]	-8%[57.1 µM]	-2%	16%[57 µM]	2%	.	-4
CCN1CCN(C(=O)Cn2nc(-c3ccc(Cl)cc3)ccc2=O)CC1	-12%	11%	3%	-1%	-4%	7%	-2%	-8%	-5

Next part.
canonical_smiles	USP1-UAF1 inh	mIDH1 inhibitor	rTrxR1 inhibitor	TrxR1 substrate	GLS inhibitor	HP1b binding inh	Pin1 inhibitor	Tb PGK inh	PI4K2A block
COc1ccccc1N1C(=O)C2C(c3ccccc3F)NN(C(=O)c3ccc(C)cc3)C2C1=O (stereo unspecified)	-4%	-11%	50µM*	-1%	12%	35%	-2%	4%	1
CCOC(=O)CSc1nc2ccccc2c(=O)n1CC(C)C	-6%	0%	24%[57.1 µM]	4%[57.1 µM]	7%	69%[activator]	-1%	i	-2
COc1ccc(C)cc1NC(=O)C(OC(=O)c1ccc(Cl)c(S(=O)(=O)N(C)c2ccccc2)c1)c1ccccc1 (stereo unspecified)	-6%	1%	10%[57.1 µM]	-1%[57.1 µM]	-2%	38%[activator]	31%[activator]	-8%	3
COc1ccc(NC(=O)NNC(=O)c2ccc(Cl)cc2Cl)cc1OC	-10%	-11%	16%[57.1 µM]	0%[57.1 µM]	-9%	11%	-8%	-8%	2
Cn1c(N)c(C(=O)COC(=O)c2cc(S(=O)(=O)N3CCOCC3)ccc2F)c(=O)n(C)c1=O	-16%	0%	13%	7%	3%	19%	-10%	-10%	-3
CCOC(=O)c1c(NC(C)=O)sc2c(O)c(CN3CCN(CC)CC3)ccc12	-19%	3%	-4%	-6%	-9%	-6%	7%	.	-4
CCOC(=O)c1nnc(-c2ccc(C)cc2)nc1Oc1ccccc1Cl	-4%	1%	?	-1%[57.1 µM]	16%	18%	-8%	2%	6
CN(C)S(=O)(=O)N(CC(=O)NCCSCc1cccc(Cl)c1)c1ccccc1	?	5%	28%	-2%	-4%	44%[activator]	3%	-7%	-1
COc1ccc(CCNC(=O)COC(=O)c2cnc(Cl)c(Cl)c2)cc1	-10%	6%	-7%	-6%	-6%	31%	-8%	0%	2
O=C(CSc1nc(SCC(=O)NCc2ccccc2)n(-c2ccccc2)n1)NCc1ccccc1	-16%	3%	20%[57.1 µM]	8%[57.1 µM]	-1%	28%	13%	-6%	-5
COc1ccc(OCC(O)COc2ccc(C(=O)O)cc2)cc1 (stereo unspecified)	-10%	5%	21%	7%	.	16%	-9%	-4%	-6

Screens from PubChem.
